# Screening results: PubChem, several laboratories
# OXTR ag = human OXTR agonism | CHO-OTR cells, Fluo-8 calcium fluorescence; normalized: DMSO 0%, oxytocin 100% | activation, % at 3 µM | actives 0.32% (n = 320,000) | AID 2435;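 active = activation above the mean of all tested compounds plus 3 SD, cutoff set per screening run, cut at about 20% in these data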;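 note: peak over basal fluorescence ratio from a 100 s FLIPR kinetic read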
# V1R ag counter = activates human V1a receptor in oxytocin agonist counter-screen; P37288; CHO-V1R cells, Fluo-8 calcium fluorescence, agonist mode; 0% DMSO, 100% 3 nM vasopressin; activation, % at 3 µM; actives 0.25% (n = 320,000); AID 2797;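 active = activation above the mean activation of all tested compounds plus 3 SD, per screening run, cut at about 20% in these data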;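 note: signal is peak over basal fluorescence ratio across a 100 second FLIPR read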
# Target sequence (P37288 whole entry, looked up): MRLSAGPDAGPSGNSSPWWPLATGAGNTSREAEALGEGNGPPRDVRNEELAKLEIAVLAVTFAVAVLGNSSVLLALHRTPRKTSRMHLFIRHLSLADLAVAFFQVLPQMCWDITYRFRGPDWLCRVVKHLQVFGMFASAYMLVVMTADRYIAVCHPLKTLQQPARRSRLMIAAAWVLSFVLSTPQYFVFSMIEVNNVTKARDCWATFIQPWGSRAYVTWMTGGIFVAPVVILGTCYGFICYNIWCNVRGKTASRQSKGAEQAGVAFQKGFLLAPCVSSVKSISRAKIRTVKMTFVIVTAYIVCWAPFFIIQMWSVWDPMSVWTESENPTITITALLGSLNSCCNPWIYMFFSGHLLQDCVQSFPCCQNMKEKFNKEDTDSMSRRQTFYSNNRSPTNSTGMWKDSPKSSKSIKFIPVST
# HCV NS3 hel inh = HCV NS3 helicase inhibition; NS3 helicase DNA unwinding, Cy5 molecular beacon fluorescence; actives 0.56% (n = 290,000); inhibition, % at 10.9 µM; AID 1800;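 active = inhibition above the mean of all tested compounds plus 3 SD, set per campaign, cut at about 35% in these data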;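 note: 0% = DMSO wells and 100% = thioflavine S control wells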
#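 Assay system: hepatitis C virus NS3 helicase domain fragment enzyme. Also added: annealed dual-labelled DNA beacon duplex, ATP-started. Timing: 1 h reaction at 25 °C, ATP-initiated. Technique: Cy5 fluorescence at 0 and 60 min, beacon hairpin quenching. Evaluation: % inhibition of unwinding. Replication: one well per compound.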
# IMP-1 inh = inhibitors of Pseudomonas aeruginosa IMP-1 metallo-beta-lactamase | purified IMP-1, nitrocefin hydrolysis, epi-absorbance fluorescence | inhibition, % at 5.6 µM | actives 0.45% (n = 290,000) | AID 1556;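 active = inhibition above the mean plus 3 SD of all compounds in the same screening run, cut at about 4.5% in these data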;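 note: 0% = IMP-1 with DMSO and 100% = DMSO wells lacking enzyme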
#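 System: purified IMP-1; amount: IMP-1 0.2 nM before substrate addition; compound: single dose, 5.6 µM; times: 25 °C, 15 min preincubation, 25 min reaction; signal: Epi-absorbance via hydrolysed-nitrocefin quenching of white-plate fluorescence, 480/530 nm, EDTA stop; benchmarks: DMSO with and without IMP-1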
# GPR7 antagonist = human neuropeptides B/W receptor 1 antagonism. P48145. GPR7-expressing cells, fluorescence antagonist assay. inhibition, % at 4.4 µM. actives 1.1% (n = 290,000); in the data active = inhibition above about 16%, passing the limit was not always enough;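 note: cells stimulated with the agonist NPW; 0% = agonist with vehicle and 100% = vehicle without agonist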
# VIM-2 inh = inhibitors of Pseudomonas aeruginosa VIM-2 metallo-beta-lactamase; purified VIM-2, nitrocefin hydrolysis, epi-absorbance fluorescence; inhibition, % at 5.6 µM; actives 0.89% (n = 290,000);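 active = inhibition above the mean of all tested compounds plus 3 SD, cutoff set per screening run, cut at about 7.5% in these data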;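 note: red hydrolysis product quenches plate fluorescence so inhibitors raise well fluorescence; 0% = enzyme with DMSO and 100% = DMSO without enzyme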
# FID counter = fluorescent intercalator displacement, NS3 helicase counter-screen. actives 0.17% (n = 290,000). AID 1845. DNA fluorescent intercalator displacement, fluorescence. inhibition, % at 7.9 µM; in the data active = inhibition above about 37%;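 note: 0% = vehicle and 100% = reference compound; higher means more ethidium bromide displaced from hairpin DNA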
# PHOSPHO1 inh = PHOSPHO1 (human) inhibition. Q8TCT1. inhibition, % at 13.3 µM. AID 1565. recombinant PHOSPHO1, absorbance phosphatase assay. actives 1.1% (n = 290,000); in the data active = inhibition above about 60%
# Target sequence (Q8TCT1 whole entry, looked up): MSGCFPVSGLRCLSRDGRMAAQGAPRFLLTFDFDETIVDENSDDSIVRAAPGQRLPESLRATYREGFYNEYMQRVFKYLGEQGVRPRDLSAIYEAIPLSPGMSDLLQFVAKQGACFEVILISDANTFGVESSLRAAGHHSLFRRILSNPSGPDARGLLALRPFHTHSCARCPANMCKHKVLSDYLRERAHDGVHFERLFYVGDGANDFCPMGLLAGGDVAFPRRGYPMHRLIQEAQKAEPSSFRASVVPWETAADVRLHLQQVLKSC
# GalR3 antag = human GalR3 antagonism | O60755 | HEK293 GalR3-CNG cAMP membrane potential fluorescence; galR3 body fused to GalR1 C-terminus | inhibition, % at 3 µM | actives 0.44% (n = 360,000);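 active = inhibition above the screen-wide average plus 3 SD, cut at about 13% in these data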;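 note: forskolin and galanin both at EC90 stimulate the cells; cAMP rise reported by CNG channel membrane potential dye signal; 0% = forskolin plus galanin with DMSO and 100% = forskolin alone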
# Target sequence (O60755 1-299 limits assumed): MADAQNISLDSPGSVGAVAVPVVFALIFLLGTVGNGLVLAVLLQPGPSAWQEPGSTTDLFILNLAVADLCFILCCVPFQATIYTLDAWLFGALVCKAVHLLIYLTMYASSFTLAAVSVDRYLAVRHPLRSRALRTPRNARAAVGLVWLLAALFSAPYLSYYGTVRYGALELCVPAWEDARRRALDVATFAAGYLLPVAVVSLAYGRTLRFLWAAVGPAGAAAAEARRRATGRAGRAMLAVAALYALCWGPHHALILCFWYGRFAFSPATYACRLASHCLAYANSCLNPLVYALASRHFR
# Active calls of the source: *; / = no result given.
SMILES,OXTR ag,V1R ag counter,HCV NS3 hel inh,IMP-1 inh,GPR7 antagonist,VIM-2 inh,FID counter,PHOSPHO1 inh,GalR3 antag
Cc1cc(S(=O)(=O)NCC(C)C)ccc1OCC(=O)NC1CC1,-0.2,1.5,2,-2.4,-11,-2.8,-14,41,-3
O=C(Nc1ccccc1)Nc1cccn(Cc2c(F)cccc2Cl)c1=O,0.5,3.3,5,-3.4,3,-0.7,-11,39,-3
COc1ccc2nc3ccccc3nc2c1,-0.2,-0.4,5,-0.2,-10,1.5,-3,-5,-8
COc1ccc(S(=O)(=O)NCC2CCCN(Cc3cn(C)nc3C)C2)cc1 (stereo unspecified),1.0,1.0,23,1.0,-2,2.9,13,-16,-8
COCCOC(=O)c1c(NC(=O)CN(C)c2ccccc2)sc(C(N)=O)c1C,0.2,0.1,3,-3.7,-14,-0.8,-15,28,-1
COc1ccc(N2CCN(CC(=O)Nc3nnc(-c4ccccc4)s3)CC2)cc1,0.6,0.1,-5,-6.7,-11,-5.5,-14,-6,-2
CCCCCCCC[n+]1c(C)n(-c2ccccc2)c2ccc(NC(C)=O)cc21,0.8,0.5,-22,1.8,3,-1.2,13,-12,-7
Cc1cc(C)c(NC(=O)OCCN2CCOCC2)c(C)c1,-0.7,-0.6,3,-5.2,-10,-3.8,-6,-6,-4
CC(C)CNC(=S)N(CCN(C)C)Cc1cc2cc3c(cc2[nH]c1=O)OCO3,0.4,0.3,-5,-2.7,-7,0.3,6,19,-5
CCC(C)NCCCOc1ccc([N+](=O)[O-])cc1 (stereo unspecified),0.2,1.5,-4,0.9,-11,-2.3,13,13,-3
CCc1ccccc1NC(=O)c1cc(C)no1,1.5,-0.4,11,-3.6,-1,-4.2,-9,39,-4
Cc1cccc(C(=O)Nc2ccnc(-c3cccnc3)n2)c1,1.2,0.5,-9,-0.8,-3,-0.5,-5,38,-4
CCOc1cc(C(=O)NCc2ccco2)cc(OCC)c1OCC,-1.4,-0.5,14,-6.3,-3,0.5,-23,41,-4
COc1cccc(C(=O)OCCN2C(=O)c3ccccc3C2=O)c1OC,1.3,2.0,3,-5.1,-1,-0.7,-19,-5,-3
C/C(=N\N1C(=O)c2ccccc2C1=O)c1cccc([N+](=O)[O-])c1,-1.0,-0.3,-11,-0.2,8,-2.2,-5,-10,-6
CCN(CC)Cc1nc2c(c(=O)[nH]1)C1(CCCCC1)Cc1ccccc1-2,-0.7,-0.8,-17,-3.0,-8,-3.1,-1,-7,-1
Cc1ccc(CN2CCN(CC(C)C)C(CCO)C2)s1 (stereo unspecified),-0.7,0.2,2,-5.1,-7,-4.6,4,27,5
COC(=O)c1c(NC(C)=O)sc2c1CCCC2,-1.7,-1.2,-1,-3.2,-3,-0.2,-11,24,-4
O=C(NNc1ccc(F)cc1F)C1CCC1,-0.4,-0.2,-11,-1.8,-14,-1.9,1,12,-2
O=C(OCC(=O)c1c[nH]c2ccccc12)c1cc2ccccc2cc1O,2.9,4.7,18,-2.6,-2,-2.6,-1,8,-1
Cn1c2c(c(=O)n(C)c1=O)CN(CCc1ccccc1)CN2,0.1,0.8,9,-0.9,0,-2.4,4,28,-5
CCn1c(CCCNC(=O)c2ccco2)nc2ccccc21,0.1,1.6,3,-1.9,-10,-2.2,-9,36,-9
C/C(Cl)=C\Cn1c(N2CCCC2)nc2c1c(=O)n(C)c(=O)n2C,-1.4,-0.3,6,-2.5,-30,2.4,-25,24,-12
NC(=S)Nc1ccc(S(=O)(=O)c2ccc(NC(N)=S)cc2)cc1,0.0,0.6,-2,11*,-6,-4.5,-3,25,-5
COc1ccc(N(CC(=O)NC2CC2)S(=O)(=O)c2ccccc2)cc1,0.6,0.0,3,-2.7,-8,0.5,-7,45,-4
CC(=O)Nc1sc(NC(=O)c2ccc([N+](=O)[O-])cc2)nc1-c1cccs1,-0.4,-1.1,-3,-0.4,4,0.4,6,11,1
COCCn1c(-c2ccc(NC(C)=O)cc2)nc2c1c(=O)[nH]c(=O)n2CC(C)C,0.2,0.9,9,-1.9,2,1.6,-15,31,-8
C=CCn1c(=O)c(C(=O)NCCc2ccc(Cl)cc2)c(O)c2cc(OC)c(OC)cc21,0.5,1.2,12,-0.4,3,0.3,-8,56,-3
CCOC(=O)C1CCN(C(=O)CCn2c(=O)[nH]c3ccccc3c2=O)CC1,-0.1,0.4,2,-3.1,-2,-2.8,-1,-4,-1
OCCNc1nc(-c2ccccc2)nc2ccccc12,1.2,3.1,4,-1.1,2,0.2,-5,4,-3
CCN1CCN(CCCN(Cc2ccco2)C(=S)Nc2ccc(Cl)cc2)CC1,0.1,1.1,-6,-1.6,-8,0.5,11,-3,-2
O=C(c1ccc(Cl)c(Cl)c1)c1cnc(Nc2ccccc2)s1,0.8,-0.1,5,-1.1,-8,-3.0,-2,17,-2
COc1cc(Nc2ccc(S(N)(=O)=O)cc2)c([N+](=O)[O-])nc1[N+](=O)[O-],-0.7,-0.7,-10,-1.1,-10,4.5,1,44,0
COc1cc(Cl)c(C)cc1NC(=O)CSc1nnc(-c2cccnc2)n1Cc1ccco1,-1.4,0.2,6,-1.4,-2,-3.5,-27,29,-4
COCC(=O)N/N=C\c1ccc(OC/C=C/c2ccccc2)c(OC)c1,/,/,-3,-2.4,-15,-2.5,-43,28,0
O=C(CCC1COc2ccccc2O1)Nc1ccccn1 (stereo unspecified),-0.9,-0.3,1,-1.4,-3,-3.1,-2,4,-2

# Part of the list above in order of molecular weight, highest first.
SMILES,OXTR ag,V1R ag counter,HCV NS3 hel inh,IMP-1 inh,GPR7 antagonist,VIM-2 inh,FID counter,PHOSPHO1 inh,GalR3 antag
COc1cc(Cl)c(C)cc1NC(=O)CSc1nnc(-c2cccnc2)n1Cc1ccco1,-1.4,0.2,6,-1.4,-2,-3.5,-27,29,-4
C=CCn1c(=O)c(C(=O)NCCc2ccc(Cl)cc2)c(O)c2cc(OC)c(OC)cc21,0.5,1.2,12,-0.4,3,0.3,-8,56,-3
CCN1CCN(CCCN(Cc2ccco2)C(=S)Nc2ccc(Cl)cc2)CC1,0.1,1.1,-6,-1.6,-8,0.5,11,-3,-2
COCCn1c(-c2ccc(NC(C)=O)cc2)nc2c1c(=O)[nH]c(=O)n2CC(C)C,0.2,0.9,9,-1.9,2,1.6,-15,31,-8
CC(=O)Nc1sc(NC(=O)c2ccc([N+](=O)[O-])cc2)nc1-c1cccs1,-0.4,-1.1,-3,-0.4,4,0.4,6,11,1
CCOC(=O)C1CCN(C(=O)CCn2c(=O)[nH]c3ccccc3c2=O)CC1,-0.1,0.4,2,-3.1,-2,-2.8,-1,-4,-1
COc1cc(Nc2ccc(S(N)(=O)=O)cc2)c([N+](=O)[O-])nc1[N+](=O)[O-],-0.7,-0.7,-10,-1.1,-10,4.5,1,44,0
NC(=S)Nc1ccc(S(=O)(=O)c2ccc(NC(N)=S)cc2)cc1,0.0,0.6,-2,11*,-6,-4.5,-3,25,-5
COc1ccc(N(CC(=O)NC2CC2)S(=O)(=O)c2ccccc2)cc1,0.6,0.0,3,-2.7,-8,0.5,-7,45,-4
O=C(c1ccc(Cl)c(Cl)c1)c1cnc(Nc2ccccc2)s1,0.8,-0.1,5,-1.1,-8,-3.0,-2,17,-2
O=C(OCC(=O)c1c[nH]c2ccccc12)c1cc2ccccc2cc1O,2.9,4.7,18,-2.6,-2,-2.6,-1,8,-1
C/C(Cl)=C\Cn1c(N2CCCC2)nc2c1c(=O)n(C)c(=O)n2C,-1.4,-0.3,6,-2.5,-30,2.4,-25,24,-12
Cn1c2c(c(=O)n(C)c1=O)CN(CCc1ccccc1)CN2,0.1,0.8,9,-0.9,0,-2.4,4,28,-5
O=C(CCC1COc2ccccc2O1)Nc1ccccn1 (stereo unspecified),-0.9,-0.3,1,-1.4,-3,-3.1,-2,4,-2
COC(=O)c1c(NC(C)=O)sc2c1CCCC2,-1.7,-1.2,-1,-3.2,-3,-0.2,-11,24,-4
O=C(NNc1ccc(F)cc1F)C1CCC1,-0.4,-0.2,-11,-1.8,-14,-1.9,1,12,-2

# The listing continues.
SMILES,OXTR ag,V1R ag counter,HCV NS3 hel inh,IMP-1 inh,GPR7 antagonist,VIM-2 inh,FID counter,PHOSPHO1 inh,GalR3 antag
Cc1ccc(C(=O)CSc2ncnc3ccccc23)o1,-0.4,0.8,1,-1.4,7,0.8,-9,23,-4
Cn1c(=O)c2c(ncn2CCCC(=N)N2CCOCC2)n(C)c1=O,0.5,0.6,-5,-2.1,-3,-1.1,-1,38,-4
COc1ccc(CCN2C(=O)c3cccnc3C2=O)cc1OC,1.2,1.3,6,-2.0,-5,-2.5,3,21,-3
O=C(CSc1ccccn1)Nc1ccc2c(c1)oc1ccccc12,-2.6,-0.5,2,-1.2,8,-0.7,-4,1,-1
CCOC(=O)c1ccc(-n2c(CCC(=O)O)ccc2-c2cccs2)cc1,-0.4,1.1,16,-1.7,0,-0.9,-22,-5,2
Cc1ccc(OCc2cc(C(=O)N3CCN(C4CCCCC4)CC3)no2)cc1C,2.3,2.7,3,-1.5,-4,0.2,7,32,2
CCOC(=O)c1c(NC(=O)CC2Nc3cc(C)c(C)cc3NC2=O)sc(C)c1C (stereo unspecified),0.2,0.6,1,-2.4,-3,-1.3,-1,4,-9
CCOP(=O)(O)c1ccccc1OCCOCCOc1ccccc1P(=O)(O)OCC,0.9,0.2,-1,-2.2,3,-2.3,0,16,3
Cc1c(NC(=O)/C(C#N)=C/c2c(N3CCCCC3)nc3ccccn3c2=O)c(=O)n(-c2ccccc2)n1C,-0.1,-0.4,1,-2.6,3,-3.1,-1,15,-1
Cc1cccc(C)c1NC(=O)C1(N2CCN(C(=O)c3ccco3)CC2)CCCCC1,-0.9,0.3,10,-1.7,-11,-0.7,-28,-11,-1
CCc1nn(-c2cc(Oc3cccc4ccccc34)nc(-c3ccccc3)n2)c(N)c1C#N,-0.5,-0.5,8,-1.6,2,-1.9,0,-6,-5
Cc1ccc(N2CCN(S(=O)(=O)c3ccc(C)cc3)CC2)cc1,0.3,0.0,2,-4.9,-16,-3.6,-3,30,-9
CC(C)C[C@H](NC(=O)c1nc[nH]c1C(=O)NC(c1ccccc1)c1ccccc1)C(=O)OCc1ccccc1,0.4,1.7,0,-3.2,-52,-3.7,-12,1,-6
COc1ccccc1C(=O)N/C(=C\c1cn(S(=O)(=O)N(C)C)c2ccccc12)C(=O)N1CCCCC1,0.0,0.1,-20,1.9,-7,-2.0,-19,34,-5

# Not a hit list, and some 4.3% of all compounds hit somewhere here.
